Assay outcomes deposited in PubChem BioAssay by several laboratories.
Dynein transport = inhibitors of GR-EGFP nuclear translocation, primary screen, dynein cargo transport inhibitor project, imaging, high-content, 3617.4 mouse cells | test concentration mostly 20 µM; stimulated with dexamethasone, 1 µM; active compounds read low | z-score, hits read low | hit rate 0.47% among 220,000 | AID 1381, 2008;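 active means plate z-score of nuclear minus cytoplasmic receptor signal below a set negative limit, without overly bright fluorescence or cell loss, cut at about -3.5 in these data, passing the limit was not always enough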;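 further: z-score of nuclear minus cytoplasmic ring GR-EGFP intensity difference per well; some compounds called inactive have numbers as strong as hits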
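Also added: dexamethasone, 1.0 µM final. Medium: tet-free, stripped-serum medium. Detection: fixed, Hoechst-stained cells imaged at 10x for EGFP. Read-out: nuclear-to-cytoplasmic GR-EGFP distribution per well. Times: induction 48 h, compound 1 h, agonist 30 min.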
Yfh1-depleted yeast = enhancers of respiration in Yfh1-depleted yeast, dose response, Friedreich's ataxia, plus single-dose screen (AID 1465); hit rate 0.074% among 220,000; fold induction at 50 µM; hits with a dose series show EC50 in µM; S. cerevisiae Yfh1-off respiration, WST-1 reduction, 72 h; higher fold induction means a stronger effect;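 active means fold induction of absorbance versus untreated yeast above a set limit, then at least 30% activation at any dose in follow-up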;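 further: activators that raise dye reduction in frataxin-depleted yeast; strong numbers were not always called active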
Lipid droplet = inhibitors of hepatocyte lipid droplet formation, primary screen, imaging, high-throughput imaging, BODIPY stain | AML12 mouse hepatocytes, oleate lipid droplets | inhibition, % at 6.5 µM | hit rate 0.4% among 240,000;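 active means lipid droplet intensity inhibited by at least 50%, with more than 500 cells counted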
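Assay system: AML12 hepatocytes (mouse) / Also added: 100 µM oleic acid challenge / Times: overnight treatment with compound plus oleate / Detection: high-content imaging of BODIPY-stained droplets and DAPI nuclei / Evaluation: % inhibition of lipid droplet signal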
MT stabilizer = microtubule stabilizers in HeLa cells, primary screen, imaging, high-content imaging | HeLa tubulin immunostaining HCS, 24 h; share of cells brighter than vehicle mean+2SD | AID 2205, 2009 | hit rate 0.83% among 200,000 | % tubulin-high responders, % at 10 µM;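 active means plate Z-score above 3 for both tubulin-high and condensed-nucleus cell shares, with cell loss under 80%, at 10 µM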;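 further: anti alpha tubulin signal scored within the nucleus-defined area of each cell; some results filed as inactive read as strong as hits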
b-catenin transl = modulators of beta-catenin nuclear translocation, primary screen, imaging, HeLa cells, immunofluorescence, high-content | nuclear translocation activity, % at 5 µM | hit rate 0.3% among 190,000 | AID 1665, 2009;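 active means nuclear translocation activity above 50% at 5 µM, with a well cell count of 50 or more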;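 further: per-cell ratio of nuclear to cytoplasmic median beta-catenin stain intensity; plate controls were DMSO negative control for no effect and GSK-3 inhibitor IX positive control for full effect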
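System: HeLa cells, endogenous beta-catenin; compound dosing: 5 µM primary single dose, 0.1% DMSO, 0.02–20 µM confirmation series; incubation: 24 h compound exposure at 37°C, 5% CO2; signal: beta-catenin immunofluorescence imaging with DAPI; evaluation: % activation, nuclear-to-cytoplasmic median beta-catenin signal ratio per cell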
Ins promoter up = insulin promoter activators in MIN6 cells, imaging, high-content screening, mouse beta cells; hit rate 0.3% among 190,000; MIN6 insulin promoter-GFP reporter; active compounds read high; z-score at 5 µM;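 active means z-score above 3 at 5 µM with at least 500 cells counted in the well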
NOD2 inhibition = NOD2 signaling inhibitors, cell-based, luminescence, uHTS, HEK293 (AID 1566). HEK293 NOD2/NF-kB luciferase reporter, luminescence; higher % means a stronger effect. inhibition, % at 4 µM; hits with a dose series show EC50 in µM. hit rate 0.63% among 290,000; in the data active means inhibition above about 50%; further: many of its hits are not listed in these tables
Autophagy mod = autophagy modulators in MEF cells, primary screen, imaging, high-content, MEF GFP-LC3; MEF GFP-LC3 puncta imaging; test concentration mostly 10 µM; calls only at 10 µM (by protocol); hit rate 0.98% among 190,000; AID 463193, 2010;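 active means percentage of spot-positive cells more than 3 SD above its plate mean, without a fluorescence outlier flag or 80% toxicity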;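 further: spot-positive cell cutoff set from DMSO-treated cells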
WT yeast gro inh = growth inhibition of WT strain, primary screen, mitochondrial fusion inhibitor project, WT and mutant strains, chemical genetic. mitochondrial fusion phenotypic screen. inhibition, % at 10 µM. hit rate 2.1% among 190,000; in the data active means inhibition above about 58%; tested in S. cerevisiae
WT yeast gro inh mutant strain = second read-out of WT yeast gro inh, no call of its own (marks repeat the call); inhibition, %; mitochondrial fusion phenotypic screen, mutant strain inhibition
Dynein transport cytoplasmic EGFP = second read-out of Dynein transport, no call of its own (marks repeat the call); z-score; measured here: cytoplasmic GR-EGFP intensity; active compounds read high
Dynein transport nuclear GR-EGFP = further read-out of Dynein transport, marked with its call; z-score; measured here: nuclear GR-EGFP intensity;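 lower value marks the stronger effect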
Dynein transport cell count = also measured in Dynein transport; calls as there; z-score; measured here: cell count per field
Ins promoter up cell count = second read-out of Ins promoter up, no call of its own (marks repeat the call); cell count; measured here: cytotoxicity, nuclei count;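 total cells summed across four imaged fields per well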
Lipid droplet cells 6.5 µM = further read-out of Lipid droplet, marked with its call; cell count; measured here: cell count, cytotoxicity flag;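 cells counted across two imaged fields per well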
b-catenin transl cell count 5 µM = further read-out of b-catenin transl, marked with its call; cell count; measured here: cell count, cytotoxicity flag
MT stabilizer Hoechst-high % = second read-out of MT stabilizer, no call of its own (marks repeat the call); % Hoechst-high responders; measured here: nuclear condensation Hoechst responders;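 share of cells brighter than vehicle mean plus two SD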
MT stabilizer cytotoxicity % = further read-out of MT stabilizer, marked with its call; toxicity, %; measured here: cytotoxicity by cell density;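 0% = mean cell density of plate MIN control wells and 100% = no cells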
Autophagy mod cell loss 18 h = further read-out of Autophagy mod, marked with its call; toxicity, %; measured here: cell loss, nuclei count;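 cell loss after 18 h compound exposure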
The depositor's hits bear a star; i = inactive; . = not tested or not shown. The list is partial. The share of hits here may be higher or lower than overall.

SMILES	Dynein transport	Dynein transport cytoplasmic EGFP	Dynein transport nuclear GR-EGFP	Dynein transport cell count	Yfh1-depleted yeast	Lipid droplet	Lipid droplet cells 6.5 µM	MT stabilizer	MT stabilizer Hoechst-high %	MT stabilizer cytotoxicity %	b-catenin transl	b-catenin transl cell count 5 µM	Ins promoter up	Ins promoter up cell count	NOD2 inhibition	Autophagy mod	Autophagy mod cell loss 18 h	WT yeast gro inh	WT yeast gro inh mutant strain
Cc1ccc(NC(=O)CSc2nnc(-c3cnccn3)n2Cc2ccco2)cc1	0.03	-0.19	0.3	-0.1	i	12	787	3.4	2.8	9.3	1.2	934	0.15	796	-14%	i	3	3	11
CC(Sc1nc2nn(-c3ccccc3)c(=O)c-2c2n1CCCCC2)C(N)=O (stereo not drawn)	1.1	-0.044	1	-1.4	i	-4	709	1.0	1.1	2.5	0.0	1178	-0.86	923	2%	i	-6	-6	-1
CCn1c(COc2ccccc2C)nnc1SCC(=O)N1CCC(C)CC1	-0.11	-0.2	0.19	-0.35	i	.	.	0.9	1.1	13	-6.7	896	-1.6	1009	16%	i	-10	4	-5
Cc1ccc(Nc2ncc3c(n2)CC(C)(C)CC3=O)cc1	-0.36	-0.25	-0.21	0.69	i	4	683	1.6	1.2	4.8	-3.7	1032	-0.92	1610	-144%	i	8	-1	4
Cc1ccc(C(=O)Nc2nccs2)cc1	-0.98	0.16	-0.79	1.4	i	16	727	1.7	1.6	3.6	-0.6	1120	-1.1	1235	-82%	i	0	32	10
COc1ccc(NC(=O)CSc2nc3ccsc3c(=O)n2Cc2ccccn2)c(OC)c1	0.2	-0.38	0.13	0.66	i	18	638	4.2	2.1	3.9	-1.2	1156	-0.31	1288	10%	i	-1	-13	18
CCCCC[n+]1ccn(C2=C([O-])c3ccccc3C(=O)/C2=N\S(=O)(=O)c2ccccc2)c1	0.45	-0.23	-0.37	-0.43	i	.	.	2.1	1.2	6.9	0.0	1324	1.2	1637	21%	i	13	-20	-28
Cc1nc2ccccc2n1CC(=O)NCCN1CCOCC1	0.33	-0.25	0.16	0.31	i	10	720	3.5	2.1	5.4	0.6	1190	.	.	3%	i	-5	1	8
CC(c1ccccc1)n1cc(C(=O)NCc2cccnc2)nn1 (stereo not drawn)	-0.72	0.095	-0.078	0.87	i	0	750	0.9	0.9	6.6	-1.9	1165	-0.2	852	17%	i	-4	-7	-5
CN(C)C(=O)c1sccc1Oc1ccc(F)cc1[N+](=O)[O-]	0.0031	-0.17	0.048	-0.63	i	-6	697	2.5	2.2	2.8	0.4	1092	-0.78	974	5%	i	-7	-7	-9
COc1ccccc1C(=O)N/N=C(\C)CC(=O)Nc1ccc(Cl)cn1	-0.21	-0.24	0.036	0.21	i	0	715	.	.	.	-0.1	1278	0.62	1030	2%	.	.	.	.
CCn1cnc2cc(NCc3cccs3)ccc21	-0.26	-0.27	0.41	0.29	i	0	678	5.6	2.8	6.4	-2.2	1088	0.59	1781	-19%	i	7	6	21
CC1=CCC2C(=O)N(C(C)c3ccccc3)C(=O)C2C1 (stereo not drawn)	0.093	-0.29	0.025	-0.36	i	17	823	1.1	0.9	6.4	.	.	.	.	8%	i	3	11	4
CNC(=O)CN(c1ccc(C23CC4CC(CC(C4)C2)C3)cc1)S(C)(=O)=O	-0.12	-0.29	0.056	0.34	i	3	750	4.4	1.5	7.4	0.5	1547	-1.7	1430	17%	i	17	2	5
CC1CN(C(=O)COC(=O)c2ccc(Cl)c(S(=O)(=O)N3CCCCC3)c2)CC(C)O1 (stereo not drawn)	-0.58	-0.38	-0.44	0.71	i	3	674	3.9	2.3	5.4	-5.1	1221	0.79	1302	10%	i	0	-13	9
COc1cc(/C=C2\SC(=S)N(N3CCOCC3)C2=O)cc(OC)c1OC	-0.19	-0.063	0.34	-0.24	i	0	660	2.9	3.2	9.0	1.6	1049	0.88	1480	6%	i	1	4	-2
CCCCNC(=O)CSc1cc(=O)n(C)c2ccccc12	1	-0.037	0.95	-0.45	i	4	665	3.9	2.1	10	-2.7	1114	-4.6	509	8%	i	7	5	4
Cc1cc(C)cc(OCC(=O)Nc2nc3ccc([N+](=O)[O-])cc3s2)c1	2.2	-0.19	0.031	-2.1	i	.	.	2.1	1.4	1.3	.	.	.	.	7.6µM*	i	10	21	9
Oc1ccc(N=Nc2ccc(Br)cc2)c(O)c1	-0.44	-0.22	-0.48	-0.11	i	-3	888	.	.	.	26	872	0.6	1004	-130%	.	.	.	.
C=C(C)CNC(=S)N/N=C/c1ccccc1OCC(=O)O	-0.55	-0.12	0.19	0.017	i	1	717	4.1	1.7	8.5	-3.2	1130	-2.7	1628	24%	i	-15	0	-9
Nc1c(C(=O)N/N=C/c2cccnc2)oc2nc(-c3ccco3)cc(-c3ccco3)c12	-0.42	-0.05	-0.24	0.66	i	19	708	.	.	.	8.7	1303	.	.	4%	.	.	.	.
c1ccc(Cn2nnnc2C(c2cccnc2)N2CCN(C3CCCCC3)CC2)cc1 (stereo not drawn)	-0.63	-0.13	-0.5	0.34	i	2	662	3.4	1.3	6.8	0.5	1120	0.18	1159	1%	i	9	5	12
COc1cccc(C(=O)Oc2ccc(N3C(=O)CCC3=O)c(C)c2)c1	-0.11	-0.25	0.62	-0.48	i	4	675	1.7	1.4	8.1	-6.2	1105	0.14	1600	10%	i	-4	8	6
CC1=CN2C(=NC(=O)CC2(C)C(=O)N(CC(=O)NC2CCCC2)c2cc(C)cc(C)c2)C=C1 (stereo not drawn)	-0.82	-0.24	-0.6	-0.083	i	-6	556	2.0	1.7	2.8	1.3	1562	0.33	1054	-20%	i	1	2	-7
Clc1ccccc1Cc1noc(CN2CCN(Cc3ccccn3)CC2)n1	-0.5	-0.12	-0.18	0.49	i	-1	688	1.5	1.4	6.1	0.0	1423	.	.	4%	i	4	-17	5
C=C(C)C1CC=C(C)/C(=N/NC(=O)CNc2ccc(OCC)cc2)C1 (stereo not drawn)	-0.48	-0.22	0.11	0.83	i	.	.	2.6	1.5	13	0.2	1357	-1.2	1214	-8%	i	-32	5	3
CCOC(=O)c1cc2c(ccn2C)n1Cc1ccccc1Cl	0.27	-0.3	0.34	0.24	i	40	749	1.6	1.5	8.6	0.7	1500	0.11	1489	15%	i	11	69*	42*
O=C(COC(=O)c1cccnc1)Nc1ccc2c(c1)OCO2	0.77	-0.15	0.73	-0.86	i	12	654	3.0	1.4	7.8	-0.3	1516	0.42	1305	-10%	i	22	6	3
COc1ccc(Cl)cc1S(=O)(=O)NCc1cccnc1	0.06	-0.0047	0.38	0.55	i	4	805	1.2	0.9	8.1	-1.9	1068	1.2	666	2%	i	-8	1	-4
COC(=O)c1cnn(-c2cc(Oc3cccc(C)c3)ncn2)c1N	-0.68	0.17	0.013	0.16	i	-19	748	2.4	1.5	5.1	0.1	1137	0.42	914	-16%	i	-6	22	20
C/C(N)=C(/C#N)C(=O)CSc1ccc2c(c1)OCCO2	-1.1	-0.21	-0.28	0.34	i	.	.	1.6	1.9	8.3	1.2	1430	0.3	1642	-26%	.	.	-5	39
Oc1ccc2ccccc2c1C=Nc1cc(C(F)(F)F)ccc1N1CCCC1	-0.97	-0.039	-0.53	0.49	i	.	.	3.7	1.7	6.8	.	.	.	.	14%	i	-32	-6	10
Cc1ccc(C=C2C(Cl)=C(Cl)C(Cl)=C2Cl)cc1	-6.2*	1.2*	-2.9*	0.51*	i	-15	611	.	.	.	-4.2	1217	-0.97	889	16%	.	.	.	.
CC(C)OCC(O)CN (stereo not drawn)	-1.2	-0.36	-0.42	1	i	.	.	3.0	3.2	9.3	-5.0	939	0.09	1167	4%	i	1	25	28
Cc1sc2c(c1C)C(=O)NC(c1ccccc1F)N2 (stereo not drawn)	-0.56	-0.18	-0.19	0.68	i	-23	744	.	.	.	1.0	1300	-0.31	1038	-43%	.	.	.	.
CCOC(=O)N1CCN(C2=Nc3cccc4cccc2c34)CC1	-1.4	-0.3	-0.59	0.86	i	.	.	4.2	2.4	4.9	4.0	1417	-0.29	1098	-3%	i	-8	15	6
C=CCc1cccc2cc(C(=O)OCC(=O)c3ccccc3)c(=O)oc12	-0.13	-0.25	-0.15	0.76	i	7	767	2.7	2.5	5.0	-2.6	1146	0.98	912	-4%	i	7	-2	-36
